From PubChem
Jurkat NFkB inh: inhibitors of the PMA/ionomycin-induced NF-kB reporter in Jurkat cells | PMA/ionomycin-induced NF-kB luciferase reporter, luminescence | inhibition, % at 4 µM | 0.53% of 330,000 active | AID 435003; in the data active = inhibition above about 50%
APJ ag: APJ receptor agonism; CHO-K1 APJ PathHunter beta-arrestin, luminescence; 0% DMSO wells, 100% apelin; activation, % at 20 µM; 0.11% of 330,000 active; AID 2520;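 active = activation more than six SD over the plate average, tested at 20 µM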;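 also: 0% = DMSO alone and 100% = apelin-13 at 10 nM; some results filed as inactive read as strong as hits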
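Material: CHO-K1 APJ beta-arrestin complementation cell line; Input: cell density 1000 per well; Incubation: compound stimulation 90 min at 25 °C, detection 60 min; Signal: luminescence from split beta-galactosidase complementation, Galacton Star/Emerald II substrate; Controls: DMSO-only wells as negative, 10 nM Apelin-13 as positive control.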
697 NFkB inh: lowers PMA/ionomycin-induced NF-kB signal in 697 B cells; 697 B-cell NF-kB luciferase reporter, 16 h; inhibition, % at 4 µM; 0.33% of 330,000 active; AID 435022; in the data active = inhibition above about 35%
CHOP UPR activ: apoptotic UPR (CHOP) activation. 0.34% of 330,000 active. AID 449763. activation, % at 10 µM. CHO-CHOP luciferase reporter, luminescence; percent of tunicamycin response over DMSO baseline;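 active = at 10 µM dose, activation of 40% or more, normalized to positive control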;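 also: 100% = tunicamycin at 10 µg/mL and 0% = DMSO alone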
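System: CHO-CHOP luciferase reporter cell line | Buffer or medium: F12 medium containing 10% fetal bovine serum | Doses: One dose, 10 µM in 0.5% DMSO | Times: 6 h compound exposure at 37 °C after overnight seeding | Signal: Luciferase luminescence | Read-out: % activation vs tunicamycin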
XBP1 UPR activ: adaptive UPR (XBP1) activation; activation, % at 20 µM; CHO-XBP1 luciferase reporter, IRE1-XBP1 UPR activation, luminescence; percent of tunicamycin response, DMSO as zero; 0.33% of 330,000 active;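 active = versus positive control, 20 µM dose yields 30% or more activation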;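 also: 100% = tunicamycin at 10 µg/mL and 0% = DMSO only wells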
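Material: CHO cell line with stable XBP1 luciferase reporter; schedule: 16-18 h cell attachment at 37 °C, then 6 h compound exposure; signal: glow luminescence from Steady-Glo reagent; medium: serum-containing F12 medium, 10% FBS; benchmarks: tunicamycin 10 µg/mL and vehicle-only wells; read-out: percent activation relative to tunicamycin reference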
Mdm2 MdmX PPI: human Mdm2/MdmX binding inhibition | O15151+Q00987 | SaOS-2 split-luciferase Mdm2/MdmX complementation, luminescence | inhibition, % at 8 µM | 3% of 330,000 active;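 active = inhibition of at least 50% at 8 µM in the primary screen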
Target sequence (O15151 whole entry, looked up): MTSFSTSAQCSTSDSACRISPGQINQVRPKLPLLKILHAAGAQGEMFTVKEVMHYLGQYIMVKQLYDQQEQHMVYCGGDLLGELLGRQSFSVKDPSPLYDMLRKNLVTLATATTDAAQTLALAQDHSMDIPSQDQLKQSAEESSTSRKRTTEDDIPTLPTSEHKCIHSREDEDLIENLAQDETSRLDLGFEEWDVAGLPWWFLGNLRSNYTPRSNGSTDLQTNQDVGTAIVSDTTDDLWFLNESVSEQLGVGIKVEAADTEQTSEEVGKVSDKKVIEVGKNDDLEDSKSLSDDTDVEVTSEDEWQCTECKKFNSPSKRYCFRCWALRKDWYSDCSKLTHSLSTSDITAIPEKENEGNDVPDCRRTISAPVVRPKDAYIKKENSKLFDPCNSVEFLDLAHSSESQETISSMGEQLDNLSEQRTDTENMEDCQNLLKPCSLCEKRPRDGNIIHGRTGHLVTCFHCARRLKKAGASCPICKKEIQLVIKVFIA
Target sequence (Q00987 whole entry, looked up): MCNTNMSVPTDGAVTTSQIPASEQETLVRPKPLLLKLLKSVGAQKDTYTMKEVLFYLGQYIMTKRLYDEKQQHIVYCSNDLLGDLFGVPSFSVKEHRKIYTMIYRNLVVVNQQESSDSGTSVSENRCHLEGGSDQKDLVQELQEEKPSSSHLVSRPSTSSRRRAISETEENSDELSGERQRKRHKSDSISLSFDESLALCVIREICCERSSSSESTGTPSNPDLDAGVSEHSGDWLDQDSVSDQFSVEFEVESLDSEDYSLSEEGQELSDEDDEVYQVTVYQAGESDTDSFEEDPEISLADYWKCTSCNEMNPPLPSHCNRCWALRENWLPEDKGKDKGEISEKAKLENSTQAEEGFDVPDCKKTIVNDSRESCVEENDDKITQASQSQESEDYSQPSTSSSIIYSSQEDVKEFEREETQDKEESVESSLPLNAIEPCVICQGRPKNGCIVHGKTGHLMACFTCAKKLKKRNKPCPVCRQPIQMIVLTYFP
APJ antag: APJ receptor antagonism | CHO-K1 APJ beta-arrestin complementation, luminescence | 0.32% of 330,000 active | inhibition, % at 20 µM | AID 2521;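 active = inhibition above about 40% at 20 µM, limit read from the data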;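 also: cells challenged with 10 nM apelin-13 agonist together with compound; plate controls were apelin-13 plus DMSO wells for no effect and DMSO wells lacking apelin-13 for full effect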
tim23-1 inh: tim23-1 yeast growth inhibition. inhibition, % at 20 µM. 1.3% of 330,000 active. AID 463212. S. cerevisiae tim23-1 growth, BacTiter-Glo luminescence, 24 h;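 active = growth inhibition of the mutant yeast at or above 50%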;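 also: temperature-sensitive mutant grown at 25 °C; plate controls were DMSO-treated mutant yeast for no effect and medium wells lacking yeast for full effect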
An asterisk follows results filed as active.

Second line of a record: Jurkat NFkB inh, APJ ag, 697 NFkB inh, CHOP UPR activ, XBP1 UPR activ, Mdm2 MdmX PPI, APJ antag, tim23-1 inh
O=C(Nc1cc(C(F)(F)F)ccc1N1CCOCC1)c1cccs1
    5, -6, -6, 1.5, -1, 15, 3, 2
COc1ccc(-n2c(C)c(C)c3c(NCCO)ncnc32)cc1
    -17, 0, -17, 2.6, 1, -2, 12, 17
Cc1ccc2oc(=O)n(CC(=O)N3CCOCC3)c2c1
    5, 0, 1, -1.0, 0, -3, -18, 8
O=C1Nc2ccccc2C1(O)Cc1ccncc1 (stereo not drawn)
    -15, -2, 6, 0.3, 0, -4, 17, 12
CCOC(=O)c1nnn(-c2nonc2N)c1-c1ccccc1Cl
    -4, -3, 5, 2.7, -2, -13, 1, 28
CN(C)S(=O)(=O)c1ccc(N2CCCC2)c(C(=O)N2CCN(S(=O)(=O)c3ccc(F)cc3)CC2)c1
    3, -2, -21, 1.4, -1, 8, 4, 6
Cc1ccc(C(=O)N/C(=C/c2ccco2)C(=O)NC2CCS(=O)(=O)C2)cc1 (stereo not drawn)
    -12, -3, 10, 0.0, -5, -6, 10, -16
CCN(C(=N)N=C(N)N)c1ccccc1
    10, -5, 4, -0.4, 4, -3, -19, 2
O=C(CCS(=O)(=O)c1cc(Br)cc2c1N(C(=O)C1CC1)CC2)N1CCN(c2ccccn2)CC1
    1, -3, 9, -0.9, -2, -9, -8, 2
CCc1ccc(CN2CCC(Oc3ccc(C(=O)N4CCCCC4)cc3)CC2)cc1
    6, -6, 12, 0.2, -5, 38, 6, -16
Cc1c(C)c2ccc(OCC(=O)c3ccccc3)cc2oc1=O
    -58, -1, -51, 4.3, 4, -36, -4, -4
Cc1[nH]n(-c2ncc(-c3ccccc3)s2)c(=O)c1C(c1ccc(Br)cc1)C(C#N)C#N (stereo not drawn)
    11, -2, 7, 0.8, -2, 6, 20, 47
CCCCNC(=O)CCn1ccc2cc(S(=O)(=O)N3CCCC3)ccc21
    13, 6, 3, 2.0, -3, 4, -3, 18
O=C1CCC(C(=O)Nc2cccc(Oc3ccccc3)c2)=NN1
    -17, 0, -59, 2.0, 1, -31, 10, -24
COc1ccc(C)cc1S(=O)(=O)N(C)CC(=O)N1CCN(c2ccccc2)CC1
    -4, 1, 5, -0.9, -3, 14, -22, 13
Cc1ccc(C)c(-n2c(-c3csc(C)c3C)n[nH]c2=S)c1
    0, -1, 7, 0.3, -1, -7, 7, 27
Cc1nc2c(C(=O)N3CCN(C)CC3)cnn2c(C)c1Cc1ccc(Cl)cc1
    9, -2, 19, 0.4, 0, 16, 6, 10
O=C(Nc1cccc(OCC(=O)N2CCOCC2)c1)c1cccc(Cl)c1
    19, -3, 5, 3.1, -1, 4, -25, 18
COc1cccc(OC(=O)N2CCOCC2)c1
    4, -3, 17, 3.6, 0, -4, -3, 12
C=CCN1c2ccccc2[C@]23C[C@@H](C(=O)OC)N(C(=O)OCC)C2=NC(C(=O)OC)=C(C(=O)OC)[C@H]13
    10, -2, 15, 1.1, 2, 26, 27, 3
CCn1nnc2cc(C(=O)N(CCOC)CC(=O)Nc3cccc(C)c3C)ccc21
    -4, -4, -5, -1.6, -3, 0, -3, -8
CC1CN(c2nc(N(C)c3ccccc3)nc(N)c2[N+](=O)[O-])CC(C)O1 (stereo not drawn)
    -1, -1, -18, -0.7, 13, -18, 10, 38
COc1cccc(NC(=O)c2ccc(OC(F)(F)F)cc2)c1
    -114, 2, 21, 6.7, 6, -118, -12, 15
Cc1nn(-c2ccccc2)c(N2CCCC2)c1/C=C1\N=C(c2ccc(F)cc2)OC1=O
    -3, -2, 4, 0.3, -4, 13, 8, 23
COc1cc(NC(=O)Cc2cccs2)ccc1-n1cnnn1
    8, -3, 27, -0.3, 1, 10, 14, 7
COC(=O)c1ccccc1NC(=O)c1cncc(Br)c1
    -8, -3, 11, -1.2, 2, 27, 1, 2
COc1ccc2nc(SCC(=O)NN)cc(C)c2c1
    12, 0, -2, -1.5, 2, 29, -45, 4
COc1ccc(S(=O)(=O)n2ccnc2C)c(C)c1C
    0, 5, 13, -2.1, -3, 26, 10, -6
Cc1cc(C(=O)N2CCN(c3ccc(F)cc3)CC2)on1
    11, -1, 3, 1.3, 1, -18, 0, 12
CCOC(=O)N1CCC(NC(=O)Cn2cccc2C(=O)c2ccccc2)CC1
    6, -4, 6, 0.3, -3, -2, 1, 17

3 records picked at random from the list so far:
Second line of a record: Jurkat NFkB inh, APJ ag, 697 NFkB inh, CHOP UPR activ, XBP1 UPR activ, Mdm2 MdmX PPI, APJ antag, tim23-1 inh
O=C(Nc1cccc(OCC(=O)N2CCOCC2)c1)c1cccc(Cl)c1
    19, -3, 5, 3.1, -1, 4, -25, 18
Cc1nc2c(C(=O)N3CCN(C)CC3)cnn2c(C)c1Cc1ccc(Cl)cc1
    9, -2, 19, 0.4, 0, 16, 6, 10
CCn1nnc2cc(C(=O)N(CCOC)CC(=O)Nc3cccc(C)c3C)ccc21
    -4, -4, -5, -1.6, -3, 0, -3, -8

Other results follow:
Second line of a record: Jurkat NFkB inh, APJ ag, 697 NFkB inh, CHOP UPR activ, XBP1 UPR activ, Mdm2 MdmX PPI, APJ antag, tim23-1 inh
CCCCCn1c(Sc2nc3ccccc3s2)nc2c1c(=O)[nH]c(=O)n2C
    3, -3, -37, 0.5, 8, -25, 17, 24
Cc1cccc(CN2CCCC(C(=O)N3CCCCC3)C2)c1 (stereo not drawn)
    0, -4, -3, 0.7, -6, -13, -11, -12
O=C(C1CCCN(Cc2ccccc2F)C1)N1CCc2ccccc2C1 (stereo not drawn)
    10, 2, -24, -0.3, 0, -27, 18, -1
Cc1c(/C(O)=C2\C(=O)C(=O)N(CCCN(C)C)C2c2ccccc2)cnn1-c1ccccc1 (stereo not drawn)
    -14, -3, -51, -6.5, -7, 39, 1, 4
Cc1oc(CC(C)C)cc1C(N)=O
    -4, -4, 5, -0.9, -2, 27, -5, 11
CN(C)/C=C(\C=O)c1ncc(C(F)(F)F)cc1Cl
    -4, -1, 2, -1.4, -1, -30, 2, 11
CC(C)(C)c1ccc(C(=O)Nc2ccccc2NC(=O)c2ccco2)cc1
    -5, -2, 1, -0.4, -1, 23, 17, 31
COc1ccc(-c2csc3nc(C(C)(C)C)oc(=O)c23)cc1OC
    2, -3, -11, 0.1, -1, 13, 1, 38
CC[n+]1c(/C=C/c2ccc(OC)c(OC)c2)ccc2ccccc21
    -153, -3, -150, 6.0, -6, -53, 4, 5
COC(=O)c1cccc(NC(=S)NCc2ccc(F)cc2)c1
    18, -4, 6, -1.1, -1, 6, 5, -7
Cn1c(=O)c2c(-c3cccc(Br)c3)c(C#N)c(N)nc2n(C)c1=O
    -7, -3, 17, -0.3, 1, 13, -5, 5
COc1ccc(S(=O)(=O)N2CCN(CC(=O)c3ccc(O)c(O)c3)CC2)cc1
    6, -2, -2, 18, 14, 8, 0, 9
COc1cc(-c2cc(C(=O)N3CCCCCC3)c3ccccc3n2)cc(OC)c1OC
    7, -2, 27, -0.5, 4, 24, -50, 20
CCOC(=O)CCC(=O)NNC(=O)c1ccc(NC(=O)c2ccccc2)cc1
    5, -1, 20, 0.5, 1, 11, -12, 6
CCN(c1nc(N)c(C(=O)N=C(N)N)nc1Cl)C(C)C
    4, -8, 3, 1.8, -3, -2, 17, -13
COc1ccc(-n2nc3ccccc3n2)cc1
    -23, -2, -26, 2.0, 2, 6, -3, -7
CSCC[C@H](NC(=O)Cc1ccc(Cl)cc1)C(=O)N1CCC2(CC1)NCCc1[nH]cnc12
    12, 3, -19, -1.7, -3, -3, 11, -3
CC(=O)Oc1c(Br)cc(N(C(C)=O)S(=O)(=O)c2ccccc2)c2ccccc12
    10, 2, -24, 7.1, 5, 10, -49, 41
C[C@H]1COC(=O)[C@@H](Cc2ccc(F)cc2)CC/C=C/C[C@H](CC(=O)N(CCO)Cc2ccccc2)C(=O)N1
    -9, 1, 3, -0.2, -1, -11, 6, -2
COCCN1CCN(C(=O)c2ccc3oc(CCCc4ccccc4)nc3c2)CC1
    -22, -5, -32, 3.9, -1, -3, -7, 1
Cc1ccc(-c2nc3cc(N)ccc3o2)cc1
    -202, -4, -265, -1.2, -2, -57, -1, 25
O=C(NC1CCN(Cc2ccccc2)CC1)C1CCN(S(=O)(=O)c2cccc3nsnc23)CC1
    26, -1, 14, -1.7, -2, 28, 2, 10
O=C(O)c1ccccc1SCc1nc2ccccn2c1Br
    -3, -3, 20, 0.9, -1, 13, 15, 13
COC(=O)Cn1cc([N+](=O)[O-])nc1C
    4, -2, -9, 0.7, -2, 2, -11, 7
Cc1cc(C(=O)N2CCc3ccccc3C2)no1
    -3, 5, -4, 0.2, 1, 3, -28, -8
NC(=O)Nc1ccc(F)cc1
    5, -3, 6, -2.9, -1, 14, 7, 4
CN(c1cccc(NC(=O)c2ccc(C(C)(C)C)cc2)c1)S(C)(=O)=O
    -73, -1, -65, 4.4, 3, 6, 9, 19
O=[N+]([O-])c1ccc(CSc2ccc(S(=O)(=O)N3CCCCC3)cn2)cc1
    10, 0, 25, 0.6, -3, 21, 2, 18
CCCCC(c1nnnn1CC1CCCO1)N1CCN(Cc2ccccc2)CC1 (stereo not drawn)
    -1, -1, 3, 0.2, -2, 34, 7, 29
CC(C)[C@H](NS(=O)(=O)c1ccccc1F)C(=O)OCC(=O)Nc1cccc(S(N)(=O)=O)c1
    2, -1, 8, -0.3, 0, 18, 5, 2
O=C(CSc1nnc2ccc(-c3ccncc3)nn12)N1CCCCC1
    12, 0, 11, -1.4, -5, 1, 13, -6
CC(=O)NCCNS(=O)(=O)c1ccc(C)c([N+](=O)[O-])c1
    -13, 0, -1, -0.3, 1, -14, 6, 21
Cc1cc(C(=O)Nc2c(C)n(C)n(-c3ccccc3)c2=O)c2ccccc2n1
    10, -5, 17, -1.9, -3, -27, -8, 4
CCOc1ccccc1C(=O)NCCNC(=O)c1ccccc1OCC
    6, -2, -4, -0.4, -6, 6, 22, 20
CN(C)/C=C/C(=O)c1ccc(F)cc1F
    5, 2, 10, 3.1, 4, 25, -4, -12
COc1ccccc1N1CCN(c2nc(N)c(C#N)c(CC#N)c2C#N)CC1
    6, 1, 4, -1.0, 7, 15, -2, 4
